SENP8 block: inhibitors of human SENP8 protease; inhibition, % at 10 µM; purified SENP8, Z-RLRGG-aminoluciferin cleavage, luminescence; AID 2540; Q96LD8; 1.2% of 330,000 active
Target sequence (Q96LD8 whole entry, looked up): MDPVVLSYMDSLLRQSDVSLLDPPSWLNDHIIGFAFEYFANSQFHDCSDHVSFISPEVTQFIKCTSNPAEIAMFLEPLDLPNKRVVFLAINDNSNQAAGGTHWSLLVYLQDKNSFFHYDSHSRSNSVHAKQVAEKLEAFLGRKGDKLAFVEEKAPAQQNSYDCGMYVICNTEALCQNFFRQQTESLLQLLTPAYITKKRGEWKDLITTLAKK
697 NFkB inh: lowers PMA/ionomycin-induced NF-kB signal in 697 B cells; 697 B-cell NF-kB luciferase reporter, 16 h; inhibition, % at 4 µM; 0.33% of 330,000 active; AID 435022; in the data active = inhibition above about 35%
Gli-Sufu antag: Gli-Sufu pathway antagonism. inhibition, % at 5 µM. AID 588413. 0.74% of 340,000 active. Sufu-KO-LIGHT fibroblasts, Gli luciferase reporter luminescence;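 active = inhibition above about 55%, limit read from the data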;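 note: 0% = DMSO-treated cells and 100% = wells with medium but no cells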
UBC13 polyUb: human UBC13 polyubiquitination inhibition | P61088 | UBC13 polyubiquitin chain formation, TR-FRET | inhibition, % at 20 µM | 0.47% of 330,000 active | AID 485273; in the data active = inhibition above about 45%, passing the limit was not always enough
Target sequence (P61088 whole entry, looked up): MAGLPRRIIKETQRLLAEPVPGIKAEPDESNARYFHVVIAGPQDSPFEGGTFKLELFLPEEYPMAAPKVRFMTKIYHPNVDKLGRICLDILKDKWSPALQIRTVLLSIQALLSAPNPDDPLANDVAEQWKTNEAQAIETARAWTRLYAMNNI
Apaf1 inhib: inhibitors of human Apaf-1 apoptosome | 0.71% of 330,000 active | AID 489030 | inhibition, % at 20 µM | reconstituted apoptosome caspase-3 activity, DEVD-Rh110 fluorescence | O14727; active = inhibition of at least 40% at 20 µM;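 note: plate controls were DMSO wells for no effect and DEVD-CHO caspase inhibitor wells for full effect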
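Material: reconstituted apoptosome with Apaf-1, cytochrome c, caspase-9, procaspase-3, dATP. Technique: Rh110 fluorescence intensity. Buffer or medium: pH 7.5 Hepes buffer with CHAPS, BSA, DTT. Times: 30 min plus 50 min, RT.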
CCR6 antag: blocks CCL20-driven beta-arrestin recruitment at human CCR6. P51684. CHO-K1 CCR6 PathHunter beta-arrestin, luminescence, CCL20-stimulated. inhibition, % at 20 µM. 0.49% of 340,000 active;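 active = compounds whose inhibition of the agonist-driven luminescence signal at 20 µM reaches about 50%, limit read from the data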;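 note: cells stimulated with CCL20 at 14 nM final; plate controls were DMSO with CCL20 for no effect and DMSO without agonist for full effect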
Target sequence (P51684 whole entry, looked up): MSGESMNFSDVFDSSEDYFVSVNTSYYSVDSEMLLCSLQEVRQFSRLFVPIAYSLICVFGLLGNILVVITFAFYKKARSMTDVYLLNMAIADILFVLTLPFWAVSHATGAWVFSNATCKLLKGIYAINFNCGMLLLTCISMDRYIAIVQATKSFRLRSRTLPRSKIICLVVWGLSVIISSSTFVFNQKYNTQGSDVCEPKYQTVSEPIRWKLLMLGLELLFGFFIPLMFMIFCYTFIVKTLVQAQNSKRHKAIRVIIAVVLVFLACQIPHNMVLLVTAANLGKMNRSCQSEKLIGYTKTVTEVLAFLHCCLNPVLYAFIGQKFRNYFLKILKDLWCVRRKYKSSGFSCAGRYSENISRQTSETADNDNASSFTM
EBI2 block: antagonists of human EBI2 receptor; EBI2 beta-arrestin recruitment, luminescence, 7a,25-OHC stimulated; P32249; inhibition, % at 5 µM; 0.81% of 360,000 active; in the data active = inhibition above about 38%;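 note: enzyme fragment complementation signal reports receptor beta-arrestin coupling in cells; 0% = agonist plus DMSO wells and 100% = wells without agonist; some results beyond the cut were filed as inactive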
Jurkat NFkB inh: lowers PMA/ionomycin-induced NF-kB signal in Jurkat cells. PMA/ionomycin-induced NF-kB luciferase reporter, luminescence. inhibition, % at 4 µM. 0.53% of 330,000 active
An asterisk follows results filed as active. Cut-off read from the data, not from the text of the source, unless noted: active = inhibition above about 50%; inactive = the rest.

| No. | Structure | Jurkat NFkB inh | Gli-Sufu antag | 697 NFkB inh | EBI2 block | CCR6 antag | Apaf1 inhib | SENP8 block | UBC13 polyUb |
| --- | --- | --- | --- | --- | --- | --- | --- | --- | --- |
| 1 | C=Cn1c(P(=S)(N2CCOCC2)N2CCOCC2)cc2c1CCCC2 | -11 | 8 | -28 | 9 | 8 | -8 | 2 | -10 |
| 2 | COc1ccc(CN2C(=O)NC(=O)/C(=C/c3cc(OC)c(OC)c(OC)c3)C2=O)cc1 | 27 | 0 | -4 | 5 | 3 | -13 | -2 | -10 |
| 3 | CCSC1=NN1c1cc(C)nc(N)n1 | 5 | 5 | 22 | -6 | -2 | -11 | 0 | 8 |
| 4 | COc1ccc(CCNCc2cccc(C(F)(F)F)c2)cc1OC | 4 | 27 | 10 | -5 | 7 | -3 | 4 | 8 |
| 5 | Cc1cc([P+](=O)O)c(C)n1-c1ccc(Br)cc1 | -5 | 3 | 11 | -9 | 13 | -1 | 6 | -5 |
| 6 | CCSP1(=S)N=C(N2CCOCC2)C(C#N)=C2CCCN21 (stereo not drawn) | -13 | -9 | 12 | -4 | 3 | -3 | 6 | 5 |
| 7 | O=C(NC1CN2CCC1CC2)c1ccc(-c2ccc([N+](=O)[O-])cc2)o1 (stereo not drawn) | 12 | 6 | 10 | -7 | -11 | 0 | -10 | 1 |
| 8 | O=[N+]([O-])c1ccc(C2C3C(c4ccccc4)=NC4(CCCC4)N32)cc1 (stereo not drawn) | -12 | 8 | -3 | 14 | 15 | 6 | 5 | -15 |
| 9 | CC(C)(C)C(=O)O[C@H]1CC[C@@]2(C)C(=CC(=O)C3C2CC[C@]2(C)C(=O)CCC32)C1 (stereo partly drawn) | -11 | 4 | -11 | -10 | 12 | 6 | 3 | 7 |
| 10 | COC(=O)C1=C(c2ccc(F)cc2F)C[C@@H]2CC[C@H]1N2C(=O)NCCOc1ccccc1Cl | 1 | 16 | -4 | 1 | 21 | 19 | 7 | 4 |
| 11 | O=[N+]([O-])c1ccc(C2[C@H]3C(c4ccccc4)=NC4(CCCCC4)N23)cc1 (stereo partly drawn) | 10 | 9 | 3 | 9 | 21 | 3 | 2 | -14 |
| 12 | CNC(=O)OCCc1n(C)cc[n+]1C | 5 | 6 | 9 | 6 | -3 | 5 | -2 | 10 |
| 13 | N#CC1=C(N)Oc2c(c(=O)oc3ccccc23)C1c1ccccc1OC(=O)c1cccs1 (stereo not drawn) | 1 | 13 | -24 | 6 | 3 | 0 | -7 | -18 |
| 14 | CC(Cc1ccccc1)N1Cc2ccccc2C1 (stereo not drawn) | -5 | 6 | 4 | 0 | 14 | 1 | 4 | 6 |
| 15 | CN(C)C(=O)On1c(-c2ccccc2)nc2ccc(Cl)cc21 | -48 | 8 | -20 | -11 | 6 | 5 | -2 | 8 |
| 16 | O=C(C1CC(=O)N(C2CCCCCCC2)C1)N1CCC2(CC1)OCCO2 (stereo not drawn) | 4 | 0 | 19 | -1 | 2 | -15 | -3 | -5 |
| 17 | Cc1cc(C=O)c(C)n1CC1CCCO1 (stereo not drawn) | -2 | -1 | 7 | 10 | 5 | 0 | 2 | 3 |
| 18 | COC(=O)C1C2c3ccccc3OC1(C)N=c1s/c(=C/c3cn(C)nc3C)c(=O)n12 (stereo not drawn) | -9 | 3 | -7 | 0 | 8 | -1 | -7 | -7 |
| 19 | CC/C(=N\NC(=O)c1ccccc1O)c1c(O)n(C2CCCCC2)c(=O)[nH]c1=O | 10 | 9 | 0 | -6 | 6 | 3 | 13 | -13 |
| 20 | COC(=O)C1=C(c2ccc(C(C)=O)cc2)C[C@@H]2CC[C@H]1N2C(=O)NCCO | -4 | -7 | 19 | -9 | 11 | -1 | -7 | -17 |
| 21 | Cc1c(C=O)c2ccccc2n1Cc1ccccc1F | 12 | 4 | 13 | 7 | 15 | 9 | 0 | 19 |
| 22 | Cc1ccsc1-c1nc(CSCC(=O)N2CCC3(CC2)OCCO3)c(C)o1 | 3 | 3 | -7 | -7 | 11 | 4 | 3 | 8 |
| 23 | CN(C)C(=O)Oc1ccc(Cl)c2cccnc12 | 8 | -6 | 21 | -18 | 1 | -2 | 3 | 6 |
| 24 | C=C(COC(=O)CCC(=O)O)CC1CC(O)[C@]2(C)OC3CC4OC5C[C@]6(C)O[C@]7(C)CCC8OC9C[C@]%10(C)OC%11C(C)=CC(=O)OC%11CC%10OC9C[C@@H](C)C8OC7CC6O[C@]5(C)C/C=C\C4OC3CC2O1 (stereo partly drawn) | 12 | 22 | 3 | -8 | -4 | 8 | -3 | -9 |
| 25 | Cc1cc(S(=O)(=O)NCC(C)C)ccc1OCC(=O)N1CCN(Cc2ccccc2)CC1 | 8 | 12 | -25 | 3 | -5 | 13 | 3 | 8 |
| 26 | COc1ccc(CN2C(=O)CC(=O)NC2=O)cc1 | 2 | 6 | 22 | -2 | -4 | 1 | 6 | 2 |
| 27 | CC12CC[C@H]3[C@@H](CCC4(O)C[C@H](O)CCC34/C=N/NC(=O)c3ccccc3Cl)C1(O)CCC2C1=CC(=O)OC1 (stereo partly drawn) | -3 | -12 | -5 | 3 | -5 | -9 | -8 | -4 |
| 28 | O=C(c1ccc(-c2ccccc2)cc1)C1CCCN(Cc2ccn[nH]2)C1 (stereo not drawn) | -25 | 24 | -15 | 1 | -5 | 1 | -12 | -22 |
| 29 | COc1ccccc1NC(=O)COC(=O)c1cc(C)n(C2CC2)c1C | 3 | -8 | 5 | -4 | 7 | 3 | 6 | 0 |
| 30 | COC(=O)C1=C(c2c(C)noc2C)C[C@@H]2CC[C@H]1N2C(=O)NCc1ccco1 | -4 | -1 | 20 | -9 | 6 | 5 | -2 | -9 |
| 31 | COc1ccccc1Sc1ccccc1CC(C)N (stereo not drawn) | 3 | 0 | -2 | -19 | 1 | -1 | -2 | 15 |
| 32 | C[n+]1c(-c2ccccc2)cc(-c2ccc(Cl)cc2)cc1-c1ccccc1 | 7 | 20 | -24 | -6 | 7 | 7 | -4 | 10 |
| 33 | COC(=O)C1=C(c2cccc(OC)c2OC)C[C@@H]2CC[C@H]1N2C(=O)NCCNC(C)=O | 14 | -9 | 9 | -9 | -1 | -3 | -6 | -1 |
| 34 | COC1=CC(=O)O[C@@H](/C=C/c2ccccc2)C1 | -3 | -16 | -2 | 11 | -5 | 5 | -19 | -10 |
| 35 | COC(=O)C1=C(c2ccc(F)cc2OCc2ccccc2)C[C@@H]2CC[C@H]1N2C(=O)NC1CCN(Cc2ccccc2)CC1 | -13 | 30 | 12 | 8 | 24 | 53* | -1 | 51* |
| 36 | C=CCn1c(O)c(C(C)=Nc2cccc(C(=O)O)c2)c(=O)[nH]c1=O | 4 | 11 | 10 | -17 | -4 | -2 | 4 | -10 |
| 37 | CCN1CCN(C(=O)Cc2coc3cc(C)cc(C)c23)CC1 | -5 | 6 | 11 | 6 | 6 | -3 | -6 | 2 |
| 38 | Cc1cc(C)nc(NS(=O)(=O)c2ccc(N=Cc3c(O)n(C)c(=O)n(C)c3=O)cc2)n1 | 17 | -2 | 0 | 3 | 3 | 6 | 7 | -6 |
| 39 | O=C1NC(=O)N(Cc2ccco2)C(=O)/C1=C/c1ccc(-c2cccc([N+](=O)[O-])c2)o1 | 2 | 30 | 10 | 24 | 65* | 8 | 3 | -21 |
| 40 | C=CCn1c(O)c(C(C)=NC(C)c2ccccc2)c(=O)[nH]c1=O (stereo not drawn) | -2 | 10 | 41* | -8 | 9 | -19 | -2 | 0 |
| 41 | CC1CN=C(NCc2ccc(F)cc2)S1 (stereo not drawn) | -6 | 0 | 6 | -5 | 7 | -10 | 1 | 7 |
| 42 | Cc1cccc(C(O)(C(=O)NNC(=O)CN2CCN(C)CC2)c2cccc(C)c2)c1 | -7 | 3 | -51 | -13 | -31 | -13 | 1 | 6 |
| 43 | CCCn1c(C)cc(C=O)c1C | -10 | 0 | 17 | 8 | -6 | -13 | 5 | -3 |
| 44 | COc1ccc(-c2nc3ccccc3c(=O)o2)cc1 | 1 | -17 | -71 | -1 | 7 | -8 | 19 | 9 |
| 45 | Clc1ccc(C2N3CCCN23)c(Cl)c1 (stereo not drawn) | -12 | -3 | -8 | 9 | -30 | -9 | -9 | 7 |
| 46 | O=C(Nc1ccc(OC(=O)N2CCCC2)cc1)N1CCOCC1 | -10 | 2 | -11 | -1 | 0 | -1 | -16 | -12 |
| 47 | O=C(CF)NC(NC(=S)Nc1ccccc1O)C(Cl)(Cl)Cl (stereo not drawn) | -10 | 87* | 10 | -10 | 8 | 8 | -12 | -9 |
| 48 | COC(=O)c1ccccc1OP1(=O)COc2ccccc2OC1 | -1 | -19 | 14 | -1 | -12 | -8 | 8 | 0 |

Individual results from the results shown.
Result for `Cc1c(C=O)c2ccccc2n1Cc1ccccc1F` in CCR6 antag: 15
Result for `C=Cn1c(P(=S)(N2CCOCC2)N2CCOCC2)cc2c1CCCC2` in Jurkat NFkB inh: -11

Back to the main list; the 5 compounds before the break are reprinted first.
| No. | Structure | Jurkat NFkB inh | Gli-Sufu antag | 697 NFkB inh | EBI2 block | CCR6 antag | Apaf1 inhib | SENP8 block | UBC13 polyUb |
| --- | --- | --- | --- | --- | --- | --- | --- | --- | --- |
| 44 | COc1ccc(-c2nc3ccccc3c(=O)o2)cc1 | 1 | -17 | -71 | -1 | 7 | -8 | 19 | 9 |
| 45 | Clc1ccc(C2N3CCCN23)c(Cl)c1 (stereo not drawn) | -12 | -3 | -8 | 9 | -30 | -9 | -9 | 7 |
| 46 | O=C(Nc1ccc(OC(=O)N2CCCC2)cc1)N1CCOCC1 | -10 | 2 | -11 | -1 | 0 | -1 | -16 | -12 |
| 47 | O=C(CF)NC(NC(=S)Nc1ccccc1O)C(Cl)(Cl)Cl (stereo not drawn) | -10 | 87* | 10 | -10 | 8 | 8 | -12 | -9 |
| 48 | COC(=O)c1ccccc1OP1(=O)COc2ccccc2OC1 | -1 | -19 | 14 | -1 | -12 | -8 | 8 | 0 |
| 49 | CCn1cc(C(=O)N2CCC3(CC2)OCCO3)c(=O)c2cc(S(=O)(=O)N3CCCC3)ccc21 | 5 | -2 | 16 | -7 | 3 | -3 | 1 | 1 |
| 50 | Cc1cc(=O)oc2cc3c(cc12)CCCN3 | -21 | 32 | 3 | -2 | -4 | 10 | -6 | 10 |
| 51 | O=c1c2ccccc2[nH]c(=S)n1-c1ccc(Br)cc1 | -12 | -6 | -9 | -10 | 15 | 0 | 1 | 17 |
| 52 | O=C(Nc1ccc(Cl)cc1C(=O)c1ccccc1)c1ccccc1 | -5 | -4 | -13 | 15 | 9 | 12 | -9 | 0 |
| 53 | COc1ccc(NP(=O)(Oc2ccccc2OC)Oc2ccccc2OC)cc1 | -1 | -3 | 9 | -3 | -9 | 12 | -7 | -4 |
| 54 | COC(=O)COc1ccc(/C=C2\C(=O)NC(=S)N(c3ccc(C)cc3)C2=O)cc1OC | 4 | 11 | 12 | -1 | -4 | 5 | -14 | -7 |

One compound at a time (already shown):
COc1ccccc1NC(=O)COC(=O)c1cc(C)n(C2CC2)c1C is listed with Jurkat NFkB inh: 3; Gli-Sufu antag: -8; 697 NFkB inh: 5; EBI2 block: -4; CCR6 antag: 7; Apaf1 inhib: 3; SENP8 block: 6; UBC13 polyUb: 0
O=c1c2ccccc2[nH]c(=S)n1-c1ccc(Br)cc1 is listed with Jurkat NFkB inh: -12; Gli-Sufu antag: -6; 697 NFkB inh: -9; EBI2 block: -10; CCR6 antag: 15; Apaf1 inhib: 0; SENP8 block: 1; UBC13 polyUb: 17
COC(=O)C1=C(c2ccc(F)cc2F)C[C@@H]2CC[C@H]1N2C(=O)NCCOc1ccccc1Cl is listed with Jurkat NFkB inh: 1; Gli-Sufu antag: 16; 697 NFkB inh: -4; EBI2 block: 1; CCR6 antag: 21; Apaf1 inhib: 19; SENP8 block: 7; UBC13 polyUb: 4

Screening results deposited in PubChem BioAssay by Sanford-Burnham Center for Chemical Genomics.

Only part of the results is shown; the hit share may differ from the screen's.
